Screens (PubChem)
SSB-PriA inh: K. pneumoniae PriA-SSBct interaction inhibition | AlphaScreen SSBct-PriA binding, biotinylated peptide | inhibition, % at 33 µM | 430,000 compounds, 0.6% hits | AID 1272365; in the data active = inhibition mostly above about 37%, no sharp cut-off; inactive = mostly below about 20%;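 note: plate controls were negative control peptide for no effect and reference peptide for full effect; strong numbers were not always called active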
TcdB GH inh: inhibitors of Clostridioides difficile toxin B glycohydrolase | P18177 | TcdB glycohydrolase enzymatic assay, plate reader | inhibition, % at 9.99 µM | 350,000 compounds, 0.24% hits; in the data active = inhibition above about 10%
Anthrax LF inh2: inhibitors of Bacillus anthracis lethal factor protease | 360,000 compounds, 0.12% hits | AID 588501 | inhibition, % at 10 µM | multiplex microsphere protease cleavage assay, LF; note: plate controls were buffer without enzyme for full effect and enzyme alone for no effect
Target sequence (P15917 whole entry, looked up): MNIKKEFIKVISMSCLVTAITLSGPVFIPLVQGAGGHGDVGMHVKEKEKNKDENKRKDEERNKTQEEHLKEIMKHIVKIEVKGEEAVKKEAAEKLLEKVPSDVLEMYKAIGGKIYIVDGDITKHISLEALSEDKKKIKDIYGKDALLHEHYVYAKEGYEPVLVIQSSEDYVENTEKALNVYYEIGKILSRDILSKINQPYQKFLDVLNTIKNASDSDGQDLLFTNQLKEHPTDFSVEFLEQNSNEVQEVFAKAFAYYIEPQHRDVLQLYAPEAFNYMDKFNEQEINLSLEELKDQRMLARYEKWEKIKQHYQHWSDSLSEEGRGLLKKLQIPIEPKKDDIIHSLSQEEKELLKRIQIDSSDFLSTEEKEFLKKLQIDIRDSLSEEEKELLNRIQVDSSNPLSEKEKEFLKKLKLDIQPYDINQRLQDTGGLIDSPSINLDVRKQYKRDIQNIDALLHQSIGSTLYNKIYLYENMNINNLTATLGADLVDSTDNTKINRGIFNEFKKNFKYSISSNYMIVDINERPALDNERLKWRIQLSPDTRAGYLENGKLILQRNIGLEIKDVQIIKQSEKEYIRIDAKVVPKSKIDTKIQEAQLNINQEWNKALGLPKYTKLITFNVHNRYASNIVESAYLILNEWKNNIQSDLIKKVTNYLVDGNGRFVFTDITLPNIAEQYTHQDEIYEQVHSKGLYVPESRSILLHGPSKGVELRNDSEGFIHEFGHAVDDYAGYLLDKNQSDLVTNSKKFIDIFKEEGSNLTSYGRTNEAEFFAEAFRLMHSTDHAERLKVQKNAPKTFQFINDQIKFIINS
3CLpro inhibitor: SARS-CoV 3CLpro protease inhibition | P0C6X7 | recombinant SARS-CoV 3CLpro, quenched FRET peptide cleavage | inhibition, % at 6 µM | 290,000 compounds, 0.14% hits; in the data active = inhibition above about 12%
Yp Topo-I inh: Y. pestis Topo-I inhibition via cleavage products. 360,000 compounds, 0.064% hits. Y. pestis Topo-I cleavage product accumulation, plate reader. AID 504884. activity, % at 10 µM; in the data active = activity above about 50%, passing the limit was not always enough; inconclusive = no clear call, values can overlap the other calls; note: inactives centre near 2
PrPC TRFRET: inhibitors of human cell surface prion protein PrPC; TR-FRET read-out; 370,000 compounds, 0.43% hits; inhibition, % at 13.8 µM; in the data active = inhibition above about 24%; note: 0% = median of the test wells and 100% = reference compound wells
BH1578 lux ind: inducers of Vibrio cholerae quorum light production without autoinducers; V. cholerae BH1578 lux reporter, luminescence, 6 h; activation, % at 18.7 µM; 350,000 compounds, 0.16% hits; AID 588436; in the data active = activation mostly above about 9.7%, no sharp cut-off; inconclusive = no clear call, values can overlap the other calls; inactive = mostly below about 3.7%; note: not every result past the cut was called active; inactives centre near 0; reference of the scale not given here
PfHsp40 rescue: rescue of PfHsp40-mediated yeast toxicity | 340,000 compounds, 0.68% hits | AID 504582 | growth rescue, % at 12.5 µM | S. cerevisiae expressing PfHsp40, growth rescue, ATP luminescence; in the data active = growth rescue above about 28%, passing the limit was not always enough; inconclusive = no clear call, values can overlap the other calls;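 note: yeast W303a lacking pdr1 and pdr3 grown in galactose medium; growth measured after three days at 30 °C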
BoNT-A LC inh2: BoNT A light chain protease inhibition | 360,000 compounds, 0.17% hits | inhibition, % at 10 µM | multiplex microsphere protease substrate cleavage, flow cytometry; note: plate controls were buffer without enzyme for full effect and enzyme alone for no effect
Starred values were filed as active, the others as inactive; i = inactive; ? = inconclusive; . = not tested or not shown; & = joins results of further samples. Cut-off read from the data, not from the text of the source, unless noted: active = inhibition above about 30%; inconclusive = no clear call, values can overlap the other calls; inactive = below that.

SMILES | SSB-PriA inh | TcdB GH inh | Anthrax LF inh2 | 3CLpro inhibitor | Yp Topo-I inh | PrPC TRFRET | BH1578 lux ind | PfHsp40 rescue | BoNT-A LC inh2
Cc1cc(C)nc(SC/C=C/c2ccccc2)n1 | -76.4 | 0.4 | 10.4 | -4.4 | 13.3 | -2.8 | -0.3 | 1.2 | -3.4
CC(=O)c1ccc2c(c1)Nc1ccccc1S2 | -0.1 | . | -3.8 | 1.9 | 2.4 | -4.9 | i | 0.9 | -0.2
Cc1cc(S(=O)(=O)Nc2ccc(C(=O)NCC(c3ccco3)N3CCCCC3)cc2)ccc1F (stereo unspecified) | -6.6 | 2.1 | 0.9 | . | 14.1 | -0.9 | -5.6 | 0.1 | 5.1
CCc1cccc(C)c1NC(=O)c1cc(=O)[nH]c2ccc(S(=O)(=O)N3CCOCC3)cc12 | 8.8 | 3.5 | -4.7 | . | 1.1 | -3.4 | -0.9 | -0.2 | 0.7
CCCCn1c(N)c(N(CCC(C)C)C(=O)c2ccc(C)c(S(=O)(=O)N3CCOCC3)c2)c(=O)[nH]c1=O | -8.8 | -0.5 | ? | . | -12.8 | 3.7 | i | 0.7 | 2.7
Cc1c(C(=O)OCC(=O)N(CC(C)C)c2c(N)n(Cc3ccccc3)c(=O)[nH]c2=O)oc2ccccc12 | -4.1 | 4.8 | 0.8 | . | 82.0* | -2.9 | i | -0.6 | -2.3
CC(C)CCNC(=O)c1c(CSc2ccccc2)noc1C(=O)NCc1ccccc1 | -2.9 | -0.7 | -1.3 | . | 15.8 | -2.0 | 0.8 | 0.1 | 0.4
COc1cccc(NC(=O)c2ccc(-c3ccccc3[N+](=O)[O-])o2)c1 | 1.3 | -0.1 | 0.7 | 4.7 | -0.4 | -15.6 | . | 0.7 | 5.8
CCCNC(=O)N1C2=NC(C(=O)OC)=C(C(=O)OC)[C@@H]3N(Cc4ccccc4)c4ccccc4[C@]23C[C@H]1CO | 21.5 | 1.1 | 1.5 | . | 21.9 | -5.0 | i | 1.8 | 0.6
COCCNC(=O)CN1CCC(NC(=O)C(C)(C)C)CC1 | -2.2 | 0.4 | -4.6 | -2.6 | -9.4 | -6.8 | -0.4 | -2.8 | 0.2
c1ccc(C2CN3CCSC3=N2)cc1 (stereo unspecified) | -6.6 | 0.9 | -2.6 | 3.5 | 2.9 | 1.6 | i | ? | -0.4
CCCC(=O)C1=C(O)C(C(=O)OC)C(C)(C)CC1=Nc1ccccc1 (stereo unspecified) | -11.2 | . | -1.0 | -0.7 | 4.3 | 1.5 | 3.6 | -0.6 | -0.4
COc1ccccc1N1CCN(/N=C/c2cc(Br)ccc2F)CC1 | . | 0.4 | 6.6 | -2.7 | 9.8 | 7.3 | 0.8 | 0.4 | -4.1
CCCN(CC(=O)Nc1ccccc1C)C(=O)COc1c(C)cccc1C | -1.1 | -0.4 | -0.8 | . | -4.7 | 8.7 | -0.8 | -1.0 | 0.2
O=C(NCc1ccco1)c1ccc(N2CCOCC2)c([N+](=O)[O-])c1 | 17.0&-4.2 | 0.9 | -0.9 | -4.0 | 5.7 | -24.5 | i | -0.7 | 0.5
COc1ccc(Cl)cc1NS(=O)(=O)c1cc(Br)cnc1N | -7.2 | 2.3 | 0.8 | 2.7 | -6.5 | 3.5 | 0.0 | 0.6 | 0.2
O=[N+]([O-])c1cccc(COc2cccc(CN3CCCC3)c2)c1 | 4.9 | 0.2 | -4.1 | . | -0.3 | -9.6 | i | 0.4 | -0.4
O=C(c1cnc(Cl)c(Cl)c1)N1CCN(S(=O)(=O)c2ccc(F)cc2)CC1 | 17.4 | 0.1 | 3.1 | 2.8 | -0.9 | 13.4 | -0.5 | -0.3 | -0.9
O=C(CN1C(=O)c2ccccc2C1=O)Nc1ccccc1C(=O)N1CCCC1 | -24.3 | . | -3.5 | 0.5 | -5.6 | -0.3 | -0.3 | 0.5 | 0.4
CC(Sc1nnc2ccccn12)C(=O)Nc1ccc2c(c1)OCCO2 (stereo unspecified) | -0.6 | -0.4 | -0.4 | -1.2 | -1.7 | 5.0 | i | -1.3 | -0.5
COc1ccc(C(=O)Nc2nnc(Cc3cccs3)s2)cc1OC | -15.1 | . | 0.0 | -0.1 | 0.3 | 65.4* | i | -1.8 | -0.2
CC1=Nn2c(nnc2-c2ccccn2)SC1 | 21.2 | . | 4.5 | -1.1 | -7.7 | -3.0 | -0.7 | -0.5 | 0.7
COc1ccccc1C(=O)Oc1ccc(C(C)(C)C)cc1 | -67.7 | . | -6.5 | -2.4 | 4.0 | -3.1 | -7.9 | 3.2 | -1.1
CN(Cc1cnn(Cc2ccccc2)c1)C(=O)c1cccc(S(=O)(=O)N2CCOCC2)c1 | -3.9 | 1.8 | -3.8 | . | 6.5 | 9.2 | 1.2 | 0.3 | -2.0
CC(=O)N1c2ccc(S(=O)(=O)N3CCCC3C(=O)Nc3cccc(F)c3)cc2CC1C (stereo unspecified) | -12.8 | -1.3 | 2.8 | 9.0 | -4.2 | -0.9 | -0.4 | -0.7 | -0.2
Cc1csc(NC(=O)C2CCCN2C(=O)Oc2ccccc2)n1 (stereo unspecified) | -6.2 | . | 4.0 | 1.5 | 3.6 | 0.7 | i | 0.5 | 0.4
CC(OC(=O)c1cccnc1Cl)C(=O)Nc1ccc2c(c1)OCCO2 (stereo unspecified) | -13.5 | 0.7 | -1.6 | 0.2 | -8.2 | 9.3 | i | -0.3 | -0.2
CCCC1CCC(c2ccc(OCC)cc2)=CC1=O (stereo unspecified) | -35.0 | -2.7 | 3.5 | 3.3 | 17.9 | 4.0 | i | 13.0 | -1.2
O=C(Cc1ccccc1)NC1CCN(C(=O)NCc2ccccc2)CC1 | -19.5 | . | -4.6 | 3.8 | -3.1 | 5.6 | i | -0.1 | 0.6
CCc1cc2c(N3CCN(c4nnc(CC)s4)CC3)ncnc2s1 | -14.1 | . | 1.9 | -1.0 | 13.5 | . | i | -0.2 | -0.6

Looked up one by one from the entries so far, 5 records:
SMILES | SSB-PriA inh | TcdB GH inh | Anthrax LF inh2 | 3CLpro inhibitor | Yp Topo-I inh | PrPC TRFRET | BH1578 lux ind | PfHsp40 rescue | BoNT-A LC inh2
CCCCn1c(N)c(N(CCC(C)C)C(=O)c2ccc(C)c(S(=O)(=O)N3CCOCC3)c2)c(=O)[nH]c1=O | -8.8 | -0.5 | ? | . | -12.8 | 3.7 | i | 0.7 | 2.7
CC(OC(=O)c1cccnc1Cl)C(=O)Nc1ccc2c(c1)OCCO2 (stereo unspecified) | -13.5 | 0.7 | -1.6 | 0.2 | -8.2 | 9.3 | i | -0.3 | -0.2
CN(Cc1cnn(Cc2ccccc2)c1)C(=O)c1cccc(S(=O)(=O)N2CCOCC2)c1 | -3.9 | 1.8 | -3.8 | . | 6.5 | 9.2 | 1.2 | 0.3 | -2.0
O=[N+]([O-])c1cccc(COc2cccc(CN3CCCC3)c2)c1 | 4.9 | 0.2 | -4.1 | . | -0.3 | -9.6 | i | 0.4 | -0.4
CCc1cccc(C)c1NC(=O)c1cc(=O)[nH]c2ccc(S(=O)(=O)N3CCOCC3)cc12 | 8.8 | 3.5 | -4.7 | . | 1.1 | -3.4 | -0.9 | -0.2 | 0.7

Next section.
SMILES | SSB-PriA inh | TcdB GH inh | Anthrax LF inh2 | 3CLpro inhibitor | Yp Topo-I inh | PrPC TRFRET | BH1578 lux ind | PfHsp40 rescue | BoNT-A LC inh2
Cc1ccc(S(=O)(=O)N(CC(O)CN2CCOCC2)c2cc(Cl)ccc2Cl)cc1 (stereo unspecified) | -12.8 | . | -0.4 | -0.9 | 13.9 | -7.9 | -0.3 | 0.4 | -0.4
Cc1cccc(N2C(=O)N3[C@H](c4ccc(Br)cc4)[C@@H]4C(=O)N(C(C)(C)C)C(=O)[C@@H]4[C@]3(Cc3ccc(Cl)cc3)C2=O)c1 | -13.2 | 0.3&1.1 | 2.2 | -1.3 | -7.7 | -0.5 | i | 0.3 | 0.5
CCn1c(=O)n(CC)c2cc(S(=O)(=O)N3CCC(c4ccccc4)CC3)ccc21 | -4.2 | 0.2 | -2.2 | -0.9 | 37.5 | 2.8 | -0.5 | 1.2 | -1.3
Cc1cc(C)cc(NC(=O)c2ccccc2CC[N+](=O)[O-])c1 | -12.5 | . | -1.2 | 4.5 | 0.6 | -1.1 | i | 0.9 | -0.3
Fc1ccccc1COc1ccc(Br)cc1CNCC1CCCO1 (stereo unspecified) | -10.3 | 1.4 | -0.1 | -2.6 | 41.2 | -3.4 | 1.6 | -0.8 | 1.8
CS(=O)(=O)N(CC(=O)N1CCCC1)c1cccc(Cl)c1 | 5.8 | . | 1.7 | -2.7 | 8.3 | -1.6 | i | -1.3 | -0.2
Cc1nc2c(-c3ccc(F)cc3)cnn2c(N)c1-c1ccc(F)cc1 | -18.3 | 1.0 | 1.3 | 3.8 | -3.0 | 2.6 | i | 0.7 | -1.3
Cc1ccsc1/C=N/NC(=O)C1C(=O)NCC1c1ccccc1 (stereo unspecified) | i | 2.3 | . | 7.8 | . | -0.2 | . | . | .
COC(=O)c1ccc2c(=O)n(CCCCCC(=O)O)c(=S)[nH]c2c1 | -0.6 | . | -0.9 | 0.9 | -2.7 | 3.2 | i | -0.2 | -0.7
Cc1cccc(NC(=O)C2C(c3ccccc3)C2(Cl)Cl)c1C (stereo unspecified) | -0.9 | . | 3.2 | -0.3 | -8.5 | 3.9 | i | -0.9 | 0.1
C#CCOCCOCCOCCNc1nc(N2CCN(C(=O)[C@H](CCCCN)n3cc([C@@H](N)[C@H](C)CC)nn3)CC2)nc(N2CCN(C(=O)[C@H](CCC(=O)O)n3cc([C@@H](N)CCCCN)nn3)CC2)n1 | -11.0 | 0.4 | 2.8 | . | -0.4 | 5.3 | i | 6.9 | -1.2
COc1ccc(S(=O)(=O)N2CCC[C@H]2C(=O)N2CCC[C@H]2C(=O)N[C@@H](C)c2ccccc2)cc1C | . | -5.4 | -1.4 | . | . | 2.5 | . | . | 0.1
O=C(O)CCCC(=O)Nc1ccccc1Oc1ccccc1 | -9.2 | 1.0 | -9.0 | -5.2 | -6.8 | 8.7 | -0.4 | -1.4 | 0.5
O=C(Nc1ccccc1)c1cn(CCBr)cn1 | -8.1 | 1.7 | -9.0 | . | 5.0 | -2.1 | 0.9 | 0.0 | 0.4
Cc1nc2nc(SCC(=O)NCCCN3CCCC3)nn2c(C)c1Cc1ccccc1Cl | 9.4 | -0.1 | -1.7 | 0.3 | 2.0 | -5.6 | -0.8 | 0.2 | 0.7
CC(C)c1ccc(NC(=O)COC(=O)C2CCCCC2)cc1 | -4.0 | -0.1 | 3.6 | . | 24.1 | 4.2 | 1.4 | 1.7 | -0.7
Cc1cccc(C(=O)N2CCC(N3CCC(C(=O)N4CCOCC4)CC3)CC2)c1 | -7.0 | 1.0 | -0.9 | 3.3 | 6.9 | 2.8 | i | -0.7 | 1.3
OC(CN1CCOCC1)Cn1cnc2ccccc21 (stereo unspecified) | -7.0 | -0.9 | -1.3 | -1.6 | 0.1 | -0.2 | 0.5 | -0.7 | -3.7
COc1ccccc1/C=C/C(=O)N1CCN(S(=O)(=O)c2cc(C)ccc2C)CC1 | 8.3 | 1.0 | -7.6 | . | 2.3 | -2.6 | -2.6 | 1.2 | 0.2
COc1cccc(CN2CCN(CC#Cc3ccccc3)CC2CCO)c1 (stereo unspecified) | -4.8 | 0.6 | 12.9 | 0.8 | 33.8 | -9.0 | -1.8 | -1.2 | 1.6
O=C(CSc1nnc(CNC(=O)c2ccco2)o1)Nc1ccc(F)cc1 | -4.9 | -0.4 | -2.4 | -1.7 | 1.8 | 5.8 | -0.4 | 0.9 | 0.3
CCCNC(=O)c1cc(C2CCCCN2S(=O)(=O)c2ccc(F)cc2F)on1 (stereo unspecified) | . | 1.4 | -3.9 | . | -0.1 | -5.3 | -1.0 | . | 0.4
CC(=O)c1ccc(Nc2nc(C(N)C3CCCCC3)cs2)cc1 (stereo unspecified) | . | 0.5 | 10.8 | . | -1.1 | 29.4* | -4.5 | . | -0.1
CN(C)CCCNC(=O)c1cccc(-c2ccc3nncn3c2)c1 | . | -0.2 | -4.0 | . | 1.3 | -3.7 | -0.4 | . | -0.2

The list is partial (hit frequency here may not be typical).
